# From PubChem BioAssay
# KCNH2 3.1 inh – blocks the human KCNH2 3.1 channel isoform; 340,000 compounds, 0.95% hits; activity change, % (tested at about 1.8 µM); U2OS KCNH2 3.1, thallium flux FluxOr; hits give low values;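 active means maximum activity change below -70%; inconclusive means maximum activity change from -70% to -50%; inactive means maximum activity change above -50%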;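 further: thallium influx rate constant from kinetic fluorescence after stimulation buffer; on the % scale 0 is the no-effect control and ±100 the full control effect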
#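 Virally transduced U2OS (3.1 isoform, 4 h infection in dark at RT) → overnight 37 C → FluxOr + Red40 in HBSS/HEPES, 45 min → stimulation buffer, 2 min kinetic read → rate constant vs DMSO controls.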
# FLuc modulator – counter-screen for miR-21 project: firefly luciferase inhibitors or activators; purified FLuc, Km substrates, luminescence inhibition; Potency, µM (top dose mostly 57.5 µM), for inactives: at the top dose activity change, negative = inhibition, actives largely listed as inhibitors; 360,000 compounds, 6.9% hits;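 further: potency means the concentration at half of the fitted maximal effect; plate controls were vehicle for no effect and reference inhibitor for full effect; nearly all actives have a fitted effect of over 55% in size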
#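 Biochemical qHTS of compounds, final roughly 60 µM downward over six points, against 10 nM purified firefly luciferase using Km concentrations of substrates (10 uM D-luciferin, 10 uM ATP) in Tris acetate pH 7.5 buffer; luminescence output.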
# NPC1 promoter act – NPC1 promoter activation | Huh7 NPC1 promoter luciferase reporter, 24 h | Potency, µM (titrated, usually from 9.22 µM), for inactives: top-dose activation, usual class: activators | 320,000 compounds, 2.4% hits;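 further: potency means the concentration at half of the fitted maximal effect; % of control where 0% means no effect; nearly all actives have a fitted effect of over 60% in size; reporter is driven by a mutant NPC1 promoter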
#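 Quantitative HTS used a cell-based reporter: Huh7 cells stably bearing the NPC1 promoter upstream of luciferase were treated with compounds for 24 h, and promoter activation was read as luminescence.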
# Menin-MLL TR inh – displaces Texas Red mutant MLL peptide from human menin; Menin + Texas Red MLL mutant peptide, fluorescence polarization; Potency, µM (highest dose often 61.6 µM), for inactives: top-dose FP activity change, negative = inhibition, most hits filed as inhibitors; 270,000 compounds, 0.23% hits; active means well fitted inhibition curve with a large enough effect in the polarisation, with a control signal flat, not every such curve was filed as active; inconclusive means small, poorly fitted or top-dose-only effect, or effect the other way, or a change in a side signal; inactive means no such curve, though single readings can be large or run the other way; the % refers to the polarisation; further: potency means the concentration at half of the fitted maximal effect; % of control where 0% means no effect; many of its hits are not listed in these tables
# Gal4-VP16 FLuc – Gal4-VP16 reporter inhibition counter-screen; Drosophila S2 Gal4-VP16 UAS-luciferase, luminescence, 20 h; Potency, µM (top dose mostly 53.6 µM), for the others: at the top dose activity, negative = inhibition, hits mostly inhibitors; 310,000 compounds, 3.5% hits;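 further: Gal4-VP16 expression switched on by copper sulfate through the metallothionein promoter; potency means the concentration at half of the fitted maximal effect; on the % scale 0 is the no-effect control and ±100 the full control effect; nearly all actives have a fitted effect of over 50% in size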
# ELG1 DNA repair – blocks ELG1-dependent DNA repair in HEK293T cells. HEK293T ELG1-luciferase reporter, luminescence, 16 h; DNA damage induced by 5-fluorouridine. Potency, µM (series often up to 46.1 µM), for inactives: at the highest dose activity change, negative = inhibition, usual class: inhibitors. 330,000 compounds, 2.3% hits; further: potency means the concentration at half of the fitted maximal effect; on the % scale 0 is the no-effect control and ±100 the full control effect; nearly all actives have a fitted effect of over 55% in size
#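 HEK293T cells expressing luciferase-tagged ELG1 (2,000/well) received 5-Fluorouridine plus compound or DMSO for 16 hr at 37 °C. Luciferase was read by ONE-Glo luminescence after 30 min at room temperature.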
# Rab9 prom act – activators of Rab9 promoter | Huh7 Rab9 promoter-luciferase reporter, luminescence, 24 h | Potency, µM (top dose mostly 9.22 µM), for inactives: at the top dose activation, negative = inhibition, hits mostly activators | 320,000 compounds, 2.8% hits | AID 485297; further: potency means the concentration at half of the fitted maximal effect; % of control where 0% means no effect; nearly all actives have a fitted effect of over 60% in size
#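 Rab9 promoter-driven luciferase in stably transfected Huh7 cells; 1500 cells/well rested 2 h, exposed to compound in DMSO for 24 h at 37 °C, 5% CO2. Luminescence read 10 min after adding luciferase reagent at ambient temperature.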
# PKM2 act – activators of human pyruvate kinase M2 | P14618 | purified PKM2, Kinase-Glo ATP luminescence, activation; response scale: 0% is enzyme alone, no compound | Potency, µM (doses to about 57.5 µM), without a hit: at the top dose activation, actives largely listed as activators | 260,000 compounds, 0.34% hits | AID 1631; further: potency means the concentration at half of the fitted maximal effect; on the % scale 0 is the no-effect control and ±100 the full control effect; nearly all actives have a fitted effect of over 55% in size
# Target sequence (P14618 whole entry, looked up): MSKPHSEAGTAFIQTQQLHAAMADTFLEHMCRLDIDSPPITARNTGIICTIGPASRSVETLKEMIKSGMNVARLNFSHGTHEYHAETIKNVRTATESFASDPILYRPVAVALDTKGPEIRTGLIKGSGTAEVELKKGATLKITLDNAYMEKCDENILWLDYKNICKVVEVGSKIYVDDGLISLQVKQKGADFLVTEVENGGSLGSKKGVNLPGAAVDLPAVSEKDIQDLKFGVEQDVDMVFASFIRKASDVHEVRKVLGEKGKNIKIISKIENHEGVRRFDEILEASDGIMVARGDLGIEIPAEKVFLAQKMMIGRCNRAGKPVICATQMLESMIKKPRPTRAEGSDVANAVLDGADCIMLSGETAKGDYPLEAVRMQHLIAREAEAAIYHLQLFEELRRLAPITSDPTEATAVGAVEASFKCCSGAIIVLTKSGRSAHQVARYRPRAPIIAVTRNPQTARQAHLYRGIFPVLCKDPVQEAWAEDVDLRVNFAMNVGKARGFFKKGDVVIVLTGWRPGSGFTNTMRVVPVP
#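 Purified hPK-M2 (>95%) run at intermediate activity with 0.1 mM ADP and 0.5 mM PEP in 50 mM imidazole pH 7.2, KCl, MgCl2; 1 h room temperature. ATP formed read by Kinase-Glo luminescence; normalized to uninhibited and no-enzyme controls.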
# MBNL1-CUG inh – inhibitors of human MBNL1 binding to CUG repeat RNA. Q9NR56. TR-FRET MBNL1-His/biotin-(CUG)12 binding, 665/545 ratio. Potency, µM (series often up to 57.5 µM), for the others: top-dose activity change, negative = inhibition, most hits filed as inhibitors. 280,000 compounds, 0.036% hits; active means well fitted inhibition curve with a large enough effect in the signal ratio, with a control signal flat, not every such curve was filed as active; inconclusive means small, poorly fitted or top-dose-only effect, or effect the other way, or a change in a side signal; inactive means no such curve, though single readings can be large or run the other way; the % refers to the signal ratio; further: potency means the concentration at half of the fitted maximal effect; on the % scale 0 is the no-effect control and ±100 the full control effect
# Target sequence (Q9NR56 whole entry, looked up): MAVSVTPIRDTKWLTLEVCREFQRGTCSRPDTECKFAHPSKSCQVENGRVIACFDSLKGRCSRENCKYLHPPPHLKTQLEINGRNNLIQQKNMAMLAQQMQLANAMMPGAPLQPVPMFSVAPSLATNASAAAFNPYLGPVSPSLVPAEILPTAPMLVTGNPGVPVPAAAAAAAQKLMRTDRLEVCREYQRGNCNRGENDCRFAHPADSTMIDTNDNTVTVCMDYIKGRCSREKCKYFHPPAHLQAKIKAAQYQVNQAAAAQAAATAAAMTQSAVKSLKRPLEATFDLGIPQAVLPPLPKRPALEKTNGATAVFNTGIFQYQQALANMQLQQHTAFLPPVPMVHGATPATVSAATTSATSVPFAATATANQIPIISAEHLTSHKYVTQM
#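 Ratiometric TR-FRET (665 over 545 nm, excitation 340 nm) tracks disruption of MBNL1-His/biotin-(CUG)12 complex after 60 min at room temperature, with compounds at 92 nM to 58 uM final.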
# RORgamma inh – ROR gamma (mouse) transcription inhibition; 310,000 compounds, 5.4% hits; Drosophila S2 Gal4-RORgamma UAS-luciferase reporter, 20 h; Potency, µM (highest dose often 53.6 µM), without a hit: top-dose activity change, negative = inhibition, most hits filed as inhibitors; AID 2551; further: potency means the concentration at half of the fitted maximal effect; on the % scale 0 is the no-effect control and ±100 the full control effect; nearly all actives have a fitted effect of over 60% in size
#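 In this cell-based reporter format, copper sulfate (700 uM final) drives Gal4–ROR gamma fusion expression from a metallothionein promoter in Drosophila Schneider cells; compounds preincubated 1 hr, reporter read after 20 hr at ambient temperature.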
# Mito fusion yeast – mitochondrial division inhibition or fusion activation | S. cerevisiae fusion-defective mutant growth rescue, CellTiterGlo 48 h | Potency, µM (titrated, usually from 46.1 µM), for the others: at the highest dose growth rescue (activation), actives largely listed as activators | 320,000 compounds, 0.23% hits;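 further: potency means the concentration at half of the fitted maximal effect; % of control where 0% means no effect; nearly all actives have a fitted effect of over 45% in size; temperature-sensitive fusion mutants such as fzo1-1 at 37 °C on non-fermentable ethanol glycerol medium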
#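 Read-out: ATP-based luminescence (CellTiterGlo, 10 min ambient) reporting growth of fusion-defective ts yeast after 48 hours at 37C on glycerol/ethanol YPEG medium in the presence of compound.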
# * hit, by the source's call; ? = inconclusive; · = no result given; [ ] = remark or other dose. Unless noted, the call rests on the fitted dose curve; in most records, active means well fitted curve in the direction sought with a large enough effect; inconclusive means small, poorly fitted or top-dose-only effect, or another doubt; inactive means no such curve, though single readings can be large; an effect the other way counts as inactive or inconclusive. Not all compounds are listed, so the mix of outcomes need not match the whole.
SMILES,KCNH2 3.1 inh,FLuc modulator,NPC1 promoter act,Menin-MLL TR inh,Gal4-VP16 FLuc,ELG1 DNA repair,Rab9 prom act,PKM2 act,MBNL1-CUG inh,RORgamma inh,Mito fusion yeast
O=S(=O)(c1ccccc1)N1CCN(c2ccnc3cc(Cl)ccc23)CC1,?,0.9%,-5.2%,0.6%,?,?,-13.0%,?,6.3%,?,?
CCN(CC)S(=O)(=O)c1ccc(C(=O)OCn2c(SC)nnc(C)c2=O)cc1,3.5,4.6%,-4.1%,-11.8%,-4.3%,-7.6%,-3.4%,5.9%,-15.2%,4.2%,0.1%
Cc1cc(C)cc(NC(=O)C(c2ccccc2)N2CCCC2)c1 (centres undefined),9.6,5.7%,-0.4%,0.5%,-4.8%,-7.3%,-1.2%,-0.3%,-9.2%,7.1%,-5.0%
CN(C)c1ccc(/C=N/n2c(-c3ccccc3Br)n[nH]c2=S)cc1,-18.3,-19.6%,0.9%,·,3.8%,13.0%,14.9%,-1.1%,12.8%,3.55µM*,-3.3%
Cc1ccc(OCC(=O)N2CCN(S(=O)(=O)c3ccc(Cl)cc3)CC2)c([N+](=O)[O-])n1,-10.6,2.0%,3.5%,2.4%,-1.0%,-1.6%,0.7%,-5.3%,42.2%[activator],?,0.2%
COCCOC(=O)c1c(C)oc2cc(Br)c(OCC(N)=O)cc12,9.7,-9.3%,-0.5%,-15.7%,-15.1%,?,-3.5%,13.3%,?,12.3%,14.4%
CC(C)c1ccc(-c2nnn(Cc3nc4ccccc4s3)n2)cc1,5.1,?,-1.3%,28.1%,20.6%,24.9%,-6.7%,-2.3%,-3.3%,35.4%,-4.2%
COc1ccc(-c2noc(CCC(=O)N3CCC(C)CC3)n2)cc1,1.3,-19.3%,-1.4%,-1.9%,1.2%,4.2%,2.6%,1.3%,-1.7%,-1.2%,-2.3%
O=C(NCc1ccccn1)c1cc(-c2ccccc2)on1,1.6,?,23.5%,4.5%,13.2%,?,?,0.0%,2.4%,-0.7%,-5.7%
Cc1ncc([N+](=O)[O-])n1CCOC(=O)c1ccccc1,2.4,-8.4%,1.0%,4.9%,-5.1%,?,2.7%,-4.2%,?,-21.9%,-1.8%
O=C(Nc1nc(-c2ccccn2)cs1)C1COc2ccccc2O1 (centres undefined),3.6,?,-1.6%,-6.1%,0.199µM*,12.1%,-8.3%,5.4%,?,0.891µM*,?
Clc1ccc2oc(-c3ccccn3)nc2c1,-5.7,-20.7%[2.3 µM],2.51µM*,-25.1%,-22.5%,?,3.16µM*,7.8%,3.9%,?,-3.5%
O=C(NC(=S)N1CCN(C2CCCCC2)CC1)c1ccccc1,11.2,1.4%,-2.6%,-0.7%,3.16µM*,5.3%,-1.5%,-0.3%,-2.0%,0.891µM*,-6.4%
CCNC(=O)CC1C(=O)N(c2ccc(F)cc2)C(=O)N1CCc1sccc1C (centres undefined),·,-2.0%,-2.9%,-0.1%,2.9%,10.1%,4.4%,-12.0%,-9.0%,-23.8%,1.9%
O=C(CSc1nc2ccccc2c(=O)n1CCCN1CCOCC1)Nc1cccc(S(=O)(=O)N2CCCCCC2)c1,?,0.7%,-3.4%,6.3%,-23.4%,?,-13.2%,16.3%,-1.1%,?,0.1%
CN1CCN(C(=O)c2cc(COc3ccc(F)cc3Cl)on2)CC1c1ccccc1 (centres undefined),-0.8,-6.6%,-2.4%,-5.0%,-16.8%,-3.6%,-1.7%,-3.7%,-8.4%,?,-18.6%
COC(=O)CN1C(=O)N/C(=C/c2cc(Cl)c(OC)c(OC)c2)C1=O,-3.3,-7.6%,-16.3%,-0.7%,-9.1%,26.4%,-3.9%,-2.8%,17.1%,-16.5%,2.2%
Cc1cccc(OCCC(=O)Nc2ccc(N3CCOCC3)cc2N2CCOCC2)c1,-7.1,-0.3%,-1.8%,·,·,-9.9%,-6.8%,·,·,·,0.1%
Cc1ccc(C)c(-n2cc(CNC(C)Cn3cncn3)c(-c3ccccc3)n2)c1 (centres undefined),-0.8,-2.8%,-0.1%,·,0.4%,?,-11.4%,0.0%,-8.4%,7.8%,-12.6%
O=C(CSc1nnc(CNc2ccc(F)cc2)n1Cc1ccco1)N1CCCC1,-1.6,0.4%,-1.4%,0.7%,-0.7%,-1.7%,4.0%,-1.0%,-2.5%,-14.3%,3.9%
CC(C)Sc1nc2c(c(=O)[nH]c(=O)n2C)n1CC(O)COc1ccccc1 (centres undefined),3.8,-1.3%,-5.1%,-7.7%,3.9%,?,-2.0%,3.9%,-6.3%,20.5%,2.8%
O=C(c1ccco1)N1CCN(C(=S)Nc2ccccc2C(F)(F)F)CC1,15.0,-0.8%,1.0%,·,3.1%,20.6µM*,1.0%,-3.1%,-0.9%,10.5%,-2.0%
Cc1ccc(N(CC(=O)N/N=C/c2cccnc2)S(=O)(=O)c2ccccc2)cc1,7.9,-7.2%,-6.5%,6.4%,-15.1%,?,3.1%,-0.6%,?,-0.4%,-5.4%
CCC(c1nnnn1Cc1ccc2c(c1)OCO2)N1CCN(c2ccc(OC)cc2)CC1 (centres undefined),11.0,0.8%,-5.9%,-29.0%,-16.4%,?,-5.4%,4.4%,2.4%,?,12.3%
CCCCCc1nnc(N)s1,-33.1,-0.2%,-0.1%,3.0%,0.8%,-10.1%,-1.1%,-3.0%,-0.8%,-8.2%,1.9%
COc1ccc(CNC(=O)Cn2c(=O)n(CCC(=O)N3CCCCC3)c(=O)c3sccc32)cc1,1.3,2.3%,-6.6%,13.9%,-11.3%,-6.1%,-4.9%,-4.2%,-2.9%,18.2%,4.2%
OCc1nc2ccccc2n1CC(O)COc1ccccc1 (centres undefined),2.8,-0.1%,-1.3%,-2.7%,0.4%,-0.4%,3.1%,1.8%,-7.0%,-10.7%,-4.1%
COCCNc1nc2c(c(=O)n(C)c(=O)n2C)n1Cc1cccc(C(F)(F)F)c1,5.6,-2.1%,-2.6%,0.2%,3.16µM*,-12.8%,-21.8%,9.8%,-4.6%,-13.6%,1.1%
CCN(CC)C(=O)CSc1nc(N)c(C#N)c(-c2cccs2)c1C#N,-6.3,2.3%,-4.4%,-5.7%,-14.3%,?,-3.6%,10.8%,?,-14.5%,-2.7%
CCN(Cc1ccccc1)C(=O)Cn1c(=O)oc2ccccc21,-0.5,-0.5%,-6.5%,1.9%,-11.6%,5.9%,-0.8%,-2.0%,-7.3%,7.0%,1.8%
COc1ccc(-c2cc(-c3cccnc3)c(C#N)c(N)n2)cc1,-11.3,3.7%,-6.2%,·,0.1%,9.5%,1.5%,0.7%,11.5%,6.9%,7.6%
O=S(=O)(NC1=NCCCCC1)c1ccc(Cl)cc1,-1.8,4.7%,-4.9%,-9.8%,0.9%,-1.8%,-2.9%,4.7%,0.5%,24.6%,0.0%
CCN1C(=O)c2cccc3c(S(=O)(=O)NCc4ccco4)ccc1c23,-5.4,0.3%,-6.2%,7.7%,22.5%,?,2.2%,24.4%,?,-44.7%,8.2%
c1coc(-c2nc3c([nH]2)CCc2nonc2-3)c1,-38.1,-9.0%,3.7%,·,18.6%,11.6%,-0.8%,3.1%,3.7%,6.2%,-1.3%
CN(Cc1cccc(Cl)c1)C(=O)C1CCN(C(=O)Nc2ccccc2)CC1,2.1,-12.5%,-3.0%,·,·,16.2%,-5.2%,·,·,·,-7.7%
O=C(COC(=O)C1CC1)Nc1ccc2[nH]c(=O)[nH]c2c1,15.2,-1.2%,2.0%,3.9%,-3.9%,2.9%,0.5%,-0.3%,-5.5%,2.3%,-3.3%
CCCCNC(=O)CCC(=O)N1CCN(C(c2ccccc2)c2ccccc2)CC1,5.8,0.6%,-2.0%,-7.0%,-0.3%,-18.8%,3.8%,-12.6%[11.5 µM],1.1%,?,9.4%
O=C(Nc1ccccc1C(=O)Nc1ccccc1C(=O)O)c1ccccc1,4.4,15.1µM*,-5.5%,?,6.8%,0.9%,2.7%,·,-1.8%,-1.7%,7.5%
CC(C)NC(=O)CN(C)S(=O)(=O)c1ccc(F)cc1,-1.0,0.4%,0.1%,16.3%,1.0%,6.1%,-0.8%,-1.5%,0.5%,-7.5%,1.4%
